CRFR2-BP antag – CRF-BP/CRF-R2 complex antagonism | hit rate 0.59% among 350,000 | AID 588475 | HEK293 CRF-R2/CRF-BP, CRF-induced calcium fluorescence | inhibition, % at 11.8 µM;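 active = inhibition of the ligand-induced calcium signal above about 50% at the single tested concentration, limit read from the data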
CHRM5 agonist – agonists of human muscarinic M5 receptor (CHRM5); activation, % at 3 µM; hit rate 0.19% among 360,000; CHO-K1 hM5 cells, Fluo-8 calcium fluorescence; 0% DMSO wells, 100% maximal acetylcholine response; P08912;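 active = activation above the run's mean over test compounds plus 3 SD, cut at about 23% in these data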;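 note: signal is peak over basal fluorescence ratio across the kinetic read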
Target sequence (P08912 whole entry, looked up): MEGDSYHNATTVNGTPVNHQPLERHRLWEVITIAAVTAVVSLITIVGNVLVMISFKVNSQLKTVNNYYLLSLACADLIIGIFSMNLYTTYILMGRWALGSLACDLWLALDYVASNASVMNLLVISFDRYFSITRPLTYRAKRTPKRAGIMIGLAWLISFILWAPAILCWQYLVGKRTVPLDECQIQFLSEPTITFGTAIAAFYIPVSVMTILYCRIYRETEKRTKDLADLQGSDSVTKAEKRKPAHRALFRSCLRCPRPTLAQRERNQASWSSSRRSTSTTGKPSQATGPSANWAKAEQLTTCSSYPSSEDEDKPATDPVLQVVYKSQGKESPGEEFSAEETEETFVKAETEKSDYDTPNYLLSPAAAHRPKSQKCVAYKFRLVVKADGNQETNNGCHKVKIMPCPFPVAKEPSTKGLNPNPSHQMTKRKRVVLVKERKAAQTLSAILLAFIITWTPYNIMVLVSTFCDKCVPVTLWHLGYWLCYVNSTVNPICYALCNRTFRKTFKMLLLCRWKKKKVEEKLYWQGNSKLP
CRFR2-BP ag – agonists of human CRF-binding protein/CRF-R2 receptor complex. AID 588473. HEK293 CRF-R2/CRF-BP, calcium dye fluorescence (FLIPR); percent of saturating CRF peptide response. hit rate 0.46% among 350,000. activation, % at 13.2 µM;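 active = activation of at least 50%, plus an integration ratio under a set limit after plate pattern correction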;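 note: plate controls were neutral control wells without compound for no effect and CRF at EC100 for full effect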
M1 PAM parental – counter-screen for M1 PAMs: effect in parental CHO-K1 cells; ATP EC20, Fluo-8 calcium fluorescence; 0% at ATP EC20, 100% at ATP max; activation, % at 3 µM; hit rate 0.02% among 360,000; AID 602247;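 active = activation above the run cutoff, the mean activation of all test compounds plus 3 SD, cut at about 40% in these data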;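 note: peak over basal fluorescence ratio in a 140 s read after ATP addition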
M5 PAM – potentiates acetylcholine response at human M5 receptor; P08912; CHO-K1 hM5, Fluo-8 calcium, ACh EC20 PAM; 0% = ACh EC20, 100% = ACh EC100; activation, % at 3 µM; hit rate 0.3% among 360,000;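 active = activation above the run cutoff, the mean activation of all test compounds plus 3 SD, cut at about 18% in these data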
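Probe or stimulus: acetylcholine, EC20 level; Assay system: human M5 receptor in CHO-K1 cells; Schedule: compound preincubation 140 s before EC20 acetylcholine addition; Technique: intracellular calcium via Fluo-8 fluorescence; Dosing: single-point, 3 µM nominal; Read-out basis: percent activation from peak-over-basal fluorescence ratio, scaled EC20-to-EC100 acetylcholine; Repeats: one well per compound, no replicates.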
TAAR1 agonist – agonists of human TAAR1; CHO RD-HGA16 TAAR1, Fluo-8 calcium fluorescence; vehicle wells 0%, saturating PEA agonist 100%; activation, % at 3 µM; Q96RJ0; hit rate 0.99% among 360,000;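 active = activation above the mean activation of all test compounds in the run plus 3 SD, cut at about 38% in these data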
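Test system: RD-HGA16 (CHO) cells co-expressing Gα16 and hTAAR1 / Benchmarks: DMSO vehicle as 0%, PEA at EC100 as 100% / Repeats: no replicates (n 1) / Measure: % activation from peak over basal fluorescence ratio, DMSO-to-PEA scaled / Timing: 17-24 h plating, Fluo-8 75 min 37 °C, 30 min RT / Technique: kinetic Fluo-8 calcium fluorescence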
M5 antag – CHRM5 antagonism in calcium assay; P08912; CHO-hM5 cells, Fluo-8 calcium fluorescence, ACh EC80; inhibition, % at 3 µM; hit rate 0.59% among 360,000;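 active = inhibition above a per-plate cutoff, the mean of that plate's test compounds plus 3 SD, cut at about 27% in these data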;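 note: 0% = acetylcholine EC80 with DMSO and 100% = DMSO without agonist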
CHRM4 PAM – CHRM4 positive allosteric modulation. AID 624126. hit rate 0.4% among 360,000. activation, % at 3 µM. CHO-K1 hM4/Gqi5, Fluo-8 calcium fluorescence, ACh EC20; 0% = ACh EC20, 100% = maximal ACh. P08173;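 active = activation above its plate's cutoff, the mean activation of sample wells plus 3 SD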; note: some results filed as inactive read as strong as hits
Target sequence (P08173 whole entry, looked up): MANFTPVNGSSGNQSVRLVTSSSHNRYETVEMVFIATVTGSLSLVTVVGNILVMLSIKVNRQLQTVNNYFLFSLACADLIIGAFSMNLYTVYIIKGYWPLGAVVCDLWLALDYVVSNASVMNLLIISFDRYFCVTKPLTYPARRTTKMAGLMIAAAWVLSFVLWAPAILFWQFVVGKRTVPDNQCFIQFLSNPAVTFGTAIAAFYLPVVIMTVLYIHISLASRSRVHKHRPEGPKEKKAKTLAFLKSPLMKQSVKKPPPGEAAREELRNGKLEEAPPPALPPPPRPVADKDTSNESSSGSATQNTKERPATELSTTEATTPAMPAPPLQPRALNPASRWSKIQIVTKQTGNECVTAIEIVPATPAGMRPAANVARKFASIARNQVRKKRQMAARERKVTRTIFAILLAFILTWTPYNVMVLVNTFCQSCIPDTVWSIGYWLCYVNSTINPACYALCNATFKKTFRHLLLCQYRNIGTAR
TAAR1 antag – antagonists of human TAAR1; CHO RD-HGA16 TAAR1, Fluo-8 calcium fluorescence, antagonist; AID 624466; Q96RJ0; inhibition, % at 3 µM; hit rate 1.5% among 360,000;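 active = inhibition above a per-plate cutoff, the mean inhibition of test compounds on that plate plus 3 SD, cut at about 49% in these data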;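 note: 0% = DMSO plus EC80 beta-PEA response and 100% = DMSO alone without agonist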
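System: RD-HGA16 CHO cells with stable hTAAR1 and Gα16 | Probe or stimulus: EC80 β-phenethylamine stimulus | Dosing: 3 µM, single point | Times: Dye loading 75 min at 37 °C, then 30 min room temperature | Measured by: Fluo-8 calcium-sensitive fluorescence | Read-out basis: % inhibition of agonist calcium response | Replicates: n of 1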
An asterisk follows results filed as active; nt = not tested or not shown. No enrichment for hits; 4.2% or so of the library scored in one or more.

(1) CN(CC(=O)Nc1sccc1C#N)Cc1ccccc1
(2) Cc1cccc2cc(CN(Cc3cccs3)C(=S)NCc3ccco3)c(=O)[nH]c12
(3) CCOC(=O)CSCC(=O)Nc1cc(C)ccc1C
(4) O=C(O)c1ccc(S(=O)(=O)N2CCC(n3nnc4cc(C(F)(F)F)ccc43)CC2)cc1
(5) Cc1cc(NC(=O)CSc2nnc(-c3ccccc3)n2Cc2ccco2)no1
(6) CCCCOc1ccc(S(=O)(=O)NCc2csc(C)n2)cc1
Screen / compound no.	1	2	3	4	5	6
M1 PAM parental	31	26	18	13	0	6
M5 PAM	1	-10	1	0	10	-10
CRFR2-BP antag	15	-7	-5	2	20	11
CRFR2-BP ag	1.0	-1.4	-1.6	-0.1	-0.1	-2.2
TAAR1 agonist	0	5	nt	2	1	16
CHRM5 agonist	-2	-2	-3	-3	-13	1
CHRM4 PAM	-2	-8	14	-3	5	0
M5 antag	-1	15	-3	8	-4	16
TAAR1 antag	-3	40	nt	3	8	6

(7) CCCc1nc2sc3c(c2c(=O)n1N)CCC3
(8) CCOc1ccccc1NC(=O)C1=C(C)NC(=O)NC1c1cccc(OC)c1OC (stereo unspecified)
(9) Cc1cc(C)nc(SC/C=C/c2ccccc2)n1
(10) COc1ccc(S(=O)(=O)Nc2ccccn2)cc1
(11) Cc1cc(C)c([N+](=O)[O-])cc1NC(=O)CCSc1ccccc1Cl
(12) CC(C)n1cc(CN2CCC(C(=O)Nc3cccc(-c4cccc(Cl)c4)c3)CC2)cn1
Screen / compound no.	7	8	9	10	11	12
M1 PAM parental	9	-6	17	17	-2	12
M5 PAM	-1	-3	-4	-8	-1	6
CRFR2-BP antag	6	-8	21	21	1	-18
CRFR2-BP ag	-2.4	-0.1	-1.1	-1.1	0.1	-0.5
TAAR1 agonist	1	5	5	3	8	60*
CHRM5 agonist	1	2	-1	-3	-2	-2
CHRM4 PAM	4	3	0	7	-5	-6
M5 antag	0	1	8	17	4	4
TAAR1 antag	2	1	0	-1	40	-11

(13) COc1ccc(C(C)=O)cc1CN(c1ccccc1OC)S(=O)(=O)c1cccs1
(14) S=C1NC[C@H](CC2CCCCC2)N1CC1CCCCC1
(15) CCOC(=O)Cc1csc(SCC(=O)NC2CCCC2)n1
(16) CCOc1ccc(-n2cc(-c3ccccc3)c3c(=S)nc[nH]c32)cc1
(17) COc1cc2c(cc1OC)C(c1ccccc1)N(C(=O)CCl)CC2 (stereo unspecified)
(18) O=C1NC(c2ccncc2)C(C(=O)c2cccs2)C(O)(C(F)(F)F)N1 (stereo unspecified)
Screen / compound no.	13	14	15	16	17	18
M1 PAM parental	18	-8	-17	-27	9	2
M5 PAM	-6	4	-2	9	4	-1
CRFR2-BP antag	1	-3	10	3	4	-6
CRFR2-BP ag	-0.8	-1.3	-1.1	-0.3	0.0	1.2
TAAR1 agonist	-1	11	5	0	16	3
CHRM5 agonist	-3	1	1	0	-3	-4
CHRM4 PAM	-7	-2	1	7	6	15
M5 antag	2	6	-2	-9	12	17
TAAR1 antag	5	18	-11	-1	-16	-8

(19) Cn1ncc(N=Cc2ccccc2)c1C(=O)Nc1cccc(Cl)c1
(20) CC(=O)Nc1ccc(CN(C)c2c(C)nc3ccc(C(=O)N4CCN(C(=O)c5ccco5)CC4)cn23)cc1
(21) COc1cccc(C(O)c2nc(-c3cccc(F)c3)cs2)c1 (stereo unspecified)
(22) O=S1(=O)N=C(Nc2nc3c(s2)CCCC3)c2ccccc21
(23) Cc1c(Nc2ncccc2C(=O)O)cccc1C(F)(F)F
(24) CCOC(=O)C1=NN(c2ccccc2)C(c2ccccc2)CC1=O (stereo unspecified)
Screen / compound no.	19	20	21	22	23	24
M1 PAM parental	10	13	9	13	3	16
M5 PAM	-3	-2	-4	-7	0	6
CRFR2-BP antag	-4	nt	nt	25	19	-1
CRFR2-BP ag	-1.3	nt	nt	-4.2	-1.4	-0.4
TAAR1 agonist	8	0	0	13	-2	8
CHRM5 agonist	-6	-2	1	2	0	-1
CHRM4 PAM	3	1	4	-11	-4	4
M5 antag	-1	-2	5	0	-1	1
TAAR1 antag	-6	-10	15	-8	-58	9

(25) CS(=O)(=O)N(Cc1ccc(C(=O)NCCSCc2ccco2)cc1)c1ccccc1
(26) CCOC(=O)C(NC(=O)OC(C)C)(Nc1nccs1)C(F)(F)F (stereo unspecified)
(27) Cc1cccc(C(C)Nc2ccc([N+](=O)[O-])cn2)c1 (stereo unspecified)
(28) O=C(N/N=C/c1c(Cl)cccc1Cl)c1ccc(F)cc1
(29) COCCN1C(=O)N[C@@H](c2ccccc2)C(C(=O)OC)=C1C
(30) Cc1cccc(OCCCCNCc2ccccc2)c1
Screen / compound no.	25	26	27	28	29	30
M1 PAM parental	25	15	5	11	-3	20
M5 PAM	-1	-3	-6	-6	2	-2
CRFR2-BP antag	-2	5	1	16	4	-14
CRFR2-BP ag	-0.4	-2.1	-0.8	-0.2	0.0	-1.4
TAAR1 agonist	8	0	3	6	15	10
CHRM5 agonist	1	-4	-2	-3	1	-8
CHRM4 PAM	-7	-2	0	3	6	-6
M5 antag	11	-17	5	11	1	-4
TAAR1 antag	20	4	13	-15	5	-5

Records above printed as active in TAAR1 agonist.
nr | Compound | M5 PAM | CRFR2-BP antag | CRFR2-BP ag | TAAR1 agonist | CHRM5 agonist | CHRM4 PAM | M5 antag | TAAR1 antag
12 | CC(C)n1cc(CN2CCC(C(=O)Nc3cccc(-c4cccc(Cl)c4)c3)CC2)cn1 | 6 | -18 | -0.5 | 60* | -2 | -6 | 4 | -11

(more compounds)
(31) COc1cc2c(cc1NC(=O)c1ccncc1)oc1ccccc12
(32) Cc1ccc2c(c1)c1c(n2CC(O)Cn2ccnc2C)C(=O)CCC1 (stereo unspecified)
(33) O=C1C=CC(=O)N1Cc1cccnc1
(34) CC(C)CCNC(=O)C1CC(=O)N(CCc2ccccc2)C1 (stereo unspecified)
(35) CC1CC(C)CN(C(=O)C2CCN(S(=O)(=O)c3cccc4cccnc34)CC2)C1 (stereo unspecified)
(36) CC(C)(C)n1nnnc1C(c1ccc(Cl)cc1)N1CCCc2ccccc21 (stereo unspecified)
Screen / compound no.	31	32	33	34	35	36
M1 PAM parental	0	10	-4	-8	-21	12
M5 PAM	-3	1	-1	-17	-8	-4
CRFR2-BP antag	41	-1	-5	-6	-2	42
CRFR2-BP ag	-2.3	-1.2	1.3	2.0	-1.7	-3.2
TAAR1 agonist	nt	-2	2	9	nt	-1
CHRM5 agonist	-5	-5	5	-5	1	-1
CHRM4 PAM	-5	-4	8	-1	-10	2
M5 antag	9	-1	8	10	5	6
TAAR1 antag	nt	-12	-27	-26	nt	-3

(37) c1ccc(CCNc2nc3ccccc3n3nnnc23)cc1
(38) CC(C)(C)c1ccc(C(=O)Cn2nc(C(=O)O)c3ccccc3c2=O)cc1
(39) O=C(COc1ccccc1[N+](=O)[O-])N/N=C/c1ccc[nH]1
(40) Cc1nc(SCC(=O)c2ccccc2)[nH]c(=O)c1Oc1ccc(Cl)cc1
(41) COc1cccc(CNC(=O)Cn2ncn3cccc3c2=O)c1OC
(42) Cc1c2cnn(CC(=O)N3CCOCC3)c(=O)c2c(C)n1Cc1ccc(F)cc1
Screen / compound no.	37	38	39	40	41	42
M1 PAM parental	7	0	-17	14	8	14
M5 PAM	1	4	0	1	-2	1
CRFR2-BP antag	-133	41	3	-3	26	nt
CRFR2-BP ag	82*	0.8	-0.3	0.1	-2.5	nt
TAAR1 agonist	0	2	10	-3	1	1
CHRM5 agonist	0	-1	0	1	3	2
CHRM4 PAM	19	6	-5	-12	5	5
M5 antag	5	-1	4	5	3	-5
TAAR1 antag	-5	10	0	-40	-14	-6

(43) COc1cc(CCCN2CCNC[C@@H]2Cc2ccc(O)cc2)cc(OC)c1OC
(44) COc1ccccc1-n1ccn(CC(=O)Nc2ccc(C)cc2Cl)c(=O)c1=O
(45) CCOC(=O)COc1c(OC)cc(Cl)cc1C1Nc2ccccc2C(=O)N1c1ccccc1 (stereo unspecified)
(46) Cc1nn(-c2ccccc2)c(C)c1C1C(C#N)=C(N)Oc2n[nH]c(C)c21 (stereo unspecified)
(47) CC(C)CSc1nnc2c3ccccc3n(C)c2n1
(48) CC(C)(C)OC(=O)N1Cc2ccccc2C[C@H]1C(=O)O
(49) FC(F)(F)COc1ccc(-c2nnc(SCc3c(Cl)cccc3Cl)o2)cn1
(50) Cc1cccc(CNC(=O)c2sc(=O)n(Cc3ccccc3C)c2C)c1
(51) Cc1cccc(NC(=O)/C(C#N)=C/c2ccccc2Cl)n1
Screen / compound no.	43	44	45	46	47	48	49	50	51
M1 PAM parental	11	6	20	24	16	3	2	-1	11
M5 PAM	-7	-8	-5	-5	3	6	-4	-2	-4
CRFR2-BP antag	10	6	18	-11	3	-20	5	nt	7
CRFR2-BP ag	1.0	-0.7	-0.6	0.3	-5.1	2.0	0.2	nt	-1.1
TAAR1 agonist	2	0	0	1	7	2	0	2	1
CHRM5 agonist	0	1	-3	3	-6	-2	-1	2	-3
CHRM4 PAM	10	3	-5	0	-5	-3	-7	2	0
M5 antag	20	9	4	-4	-4	-2	3	-2	-1
TAAR1 antag	6	-3	3	-1	-17	-11	-7	10	-8

From compound 11 to 14, copied from above:
(11) Cc1cc(C)c([N+](=O)[O-])cc1NC(=O)CCSc1ccccc1Cl
(12) CC(C)n1cc(CN2CCC(C(=O)Nc3cccc(-c4cccc(Cl)c4)c3)CC2)cn1
(13) COc1ccc(C(C)=O)cc1CN(c1ccccc1OC)S(=O)(=O)c1cccs1
(14) S=C1NC[C@H](CC2CCCCC2)N1CC1CCCCC1
Screen / compound no.	11	12	13	14
M1 PAM parental	-2	12	18	-8
M5 PAM	-1	6	-6	4
CRFR2-BP antag	1	-18	1	-3
CRFR2-BP ag	0.1	-0.5	-0.8	-1.3
TAAR1 agonist	8	60*	-1	11
CHRM5 agonist	-2	-2	-3	1
CHRM4 PAM	-5	-6	-7	-2
M5 antag	4	4	2	6
TAAR1 antag	40	-11	5	18
